CIT2-GFP yeast = modulators of CIT2-GFP expression in yeast, primary screen, S. cerevisiae, GFP fusion, multiplex flow cytometry, MLPCN library; actives 0.065% (n = 320,000); AID 2029, 2009; S. cerevisiae CIT2-GFP strain, 3 h; 100 means same as DMSO wells; GFP response vs DMSO, % at 10 µM;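 active = GFP response relative to DMSO above a set limit, near the screen mean plus 3 SD, cut at about 150% in these data; inconclusive = Fewer than 70 cells measured for a yeast strain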;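 also: ratio of well median GFP fluorescence to mean of DMSO wells on the plate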
GRK2 aptamer HTS = compounds blocking aptamer binding on GRK2 – biochemical, human GRK2, bead flow cytometry, HTS, primary screen; FAM-aptamer displacement from GRK2; actives 0.59% (n = 330,000); inhibition of aptamer binding, % at 10 µM;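 active = inhibition of aptamer binding above 40%, roughly 3 SD of noise, on plates passing a quality check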;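 also: median bead fluorescence of bound FAM aptamer so fluorescent compounds give negative values; no value below 0 was filed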
MCL1 BIM primary = inhibitors of MCL1 binding to BIM-BH3, primary screen, biochemical, fluorescence polarization | Induced myeloid leukemia cell differentiation protein Mcl-1 (Homo sapiens), Q07820 | GST-MCL1 / FITC-Bim-BH3 fluorescence polarization | inhibition, % at 10.9 µM | actives 0.68% (n = 320,000) | AID 2057, 2009;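 active = inhibition above the mean inhibition of all tested compounds plus 3 SD, set per campaign, cut at about 40% in these data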;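 also: 0% = DMSO wells and 100% = unlabeled Bim-BH3 peptide control; higher means more loss of mP so more displacement of Bim peptide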
Bcl-xL primary = inhibitors of human Bcl-xL, primary screen, biochemical, fluorescence polarization, HTS; inhibition, % at 10.9 µM; GST-Bcl-xL / FITC-Bim BH3 peptide fluorescence polarization; AID 2129, 2009; actives 0.7% (n = 320,000);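 active = inhibition above the mean of all tested compounds plus 3 SD, cutoff set per campaign, cut at about 30% in these data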;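 also: 0% = DMSO wells and 100% = unlabeled Bim-BH3 peptide competitor; inhibitors lower millipolarization by displacing the labeled peptide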
MEX-5 binding = MEX-5 zinc finger RNA-binding disruptors – biochemical, C. elegans, fluorescence polarization, MLPCN library, primary screen; actives 0.38% (n = 300,000); activity score (negative = inhibition of binding), % at 10 µM; MEX-5/FITC-TCR2 RNA binding; stronger effect = lower value; Zinc finger protein mex-5 (Caenorhabditis elegans), Q9XUB2; AID 1832, 2009;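 active = inhibition past about -25% in most replicates, and total fluorescence under double the plate's negative control median, limit read from the data; inconclusive = replicates evenly split on the limit, or fluorescence at least double controls; inactive = too little inhibition in most replicates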;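 also: 0% = DMSO and -100% = 5 µM competing unlabeled TCR2 RNA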
Fam108B inh = mouse Fam108B serine hydrolase inhibitors, primary screen, counter-screen for RBBP9 inhibitor project, biochemical, fluorescence polarization; inhibition, % at 9.51 µM; actives 0.33% (n = 300,000); AID 1947, 2009; recombinant Fam108B, FP-Rh probe fluorescence polarization;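 active = inhibition above the screen mean inhibition plus 3 SD, computed separately per campaign, cut at about 18% in these data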;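 also: inhibitors lower polarization as less probe binds the enzyme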
VLA-4 inh = inhibition in human VLA-4 binding assay, primary screen, VLA-4 allosteric modulator project, MLPCN library, flow cytometry, VLA-4 expressing cells. Integrin alpha-4 (Homo sapiens), P13612. ligand binding flow cytometry. inhibition, % (about 7 µM as worked out from the volumes in the protocol). actives 0.2% (n = 330,000). AID 2557, 2010; in the data active = inhibition above about 50%
Target sequence (P13612 whole entry, looked up): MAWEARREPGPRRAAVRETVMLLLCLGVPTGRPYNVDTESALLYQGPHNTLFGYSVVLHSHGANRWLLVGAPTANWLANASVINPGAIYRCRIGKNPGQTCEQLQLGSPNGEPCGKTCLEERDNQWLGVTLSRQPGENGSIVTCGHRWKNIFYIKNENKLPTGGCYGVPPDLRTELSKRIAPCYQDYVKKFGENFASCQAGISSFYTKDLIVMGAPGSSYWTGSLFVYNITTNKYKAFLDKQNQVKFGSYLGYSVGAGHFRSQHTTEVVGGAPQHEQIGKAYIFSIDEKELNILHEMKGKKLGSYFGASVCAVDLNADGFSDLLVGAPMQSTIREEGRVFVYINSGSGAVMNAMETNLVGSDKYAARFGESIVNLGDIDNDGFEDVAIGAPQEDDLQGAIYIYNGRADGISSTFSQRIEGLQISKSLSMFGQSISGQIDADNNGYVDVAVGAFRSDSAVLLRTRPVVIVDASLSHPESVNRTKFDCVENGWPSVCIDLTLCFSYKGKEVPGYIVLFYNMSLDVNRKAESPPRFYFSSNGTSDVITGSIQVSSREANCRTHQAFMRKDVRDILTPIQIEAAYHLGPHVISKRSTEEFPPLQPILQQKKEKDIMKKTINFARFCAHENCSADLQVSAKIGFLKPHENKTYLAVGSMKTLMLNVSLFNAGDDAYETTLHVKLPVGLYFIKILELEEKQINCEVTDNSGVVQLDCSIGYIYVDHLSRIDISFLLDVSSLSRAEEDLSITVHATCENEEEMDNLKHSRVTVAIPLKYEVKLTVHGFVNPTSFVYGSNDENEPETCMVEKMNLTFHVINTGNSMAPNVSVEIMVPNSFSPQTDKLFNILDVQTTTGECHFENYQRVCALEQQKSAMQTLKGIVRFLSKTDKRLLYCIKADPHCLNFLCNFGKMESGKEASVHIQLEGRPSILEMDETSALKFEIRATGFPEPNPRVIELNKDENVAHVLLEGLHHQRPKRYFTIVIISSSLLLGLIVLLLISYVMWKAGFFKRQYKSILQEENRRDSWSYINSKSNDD
AGP1-GFP MLPCN = modulators of AGP1-GFP expression in yeast TOR pathway, primary screen, cell-based, multiplex flow cytometry, S. cerevisiae, MLPCN library. actives 0.02% (n = 320,000). GFP response vs DMSO, % at 10 µM. AID 2066, 2009. 3 h; GFP as percent of DMSO wells;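 active = GFP response relative to DMSO above a set limit, near screen average plus 3 SD, cut at about 150% in these data; inconclusive = fewer than 70 cells counted for the yeast strain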;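 also: median GFP channel fluorescence of the gated AGP1 strain per well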
GLD-1 TGE inh = GLD-1/TGE RNA complex disruptors, primary screen, biochemical, fluorescence polarization. AID 2280, 2010. purified GLD-1 + fluorescein TGE RNA. Female germline-specific tumor suppressor gld-1 (Caenorhabditis elegans), Q17339. actives 0.44% (n = 320,000). inhibition, % at 5.96 µM;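 active = percent inhibition above a per-plate cutoff, the plate mean of test compounds plus 3 SD, cut at about 30% in these data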;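 also: 0% = DMSO wells with GLD-1 and probe and 100% = wells lacking GLD-1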
* hit, by the source's call; ? = inconclusive; · = no result given.

SMILES	CIT2-GFP yeast	GRK2 aptamer HTS	MCL1 BIM primary	Bcl-xL primary	MEX-5 binding	Fam108B inh	VLA-4 inh	AGP1-GFP MLPCN	GLD-1 TGE inh
C[C@H](C(=O)NCc1ccccc1)C(=O)c1ccccc1	76	2	-3	1	-2.5	4	-17	86	-4
O=C1CC(c2ccccc2)N1c1ccccc1 (stereo unspecified)	92	1	7	3	1.9	-1	1	101	-3
C=CCOC(=O)Nc1snnc1C	109	1	9	8	-0.4	2	-6	101	3
CC1CCCN(C(=O)c2ccc(NC(=O)CC3SC(N4CCCC4)=NC3=O)cc2)C1 (stereo unspecified)	102	2	3	3	-1.8	0	15	106	2
COc1ccc(OCC(=O)Nc2ccccc2C(=O)N2CCCC2)cc1	94	1	4	2	-0.1	2	0	91	1
CCC(C)Cn1c(O)cc2nn(-c3nc4ccccc4s3)c(=O)c-2c1C (stereo unspecified)	101	1	20	4	0.5	5	-15	90	-2
O=C(Cc1cccs1)N/N=C\c1ccc([N+](=O)[O-])s1	93	1	2	3	0.6	0	-14	88	8
Cn1[nH]c(=O)c2ccccc2c1=O	108	0	0	2	-4.4	3	9	106	7
O=C(NCC1(c2ccccc2)CCCC1)C1(c2ccccc2)CCCC1	100	0	-3	4	-0.1	-7	3	96	5
C=CC[C@H]1Cc2c(cccc2[N+](=O)[O-])[C@H](CC=C)N1	96	0	6	9	4.5	-5	6	97	0
CCN(CC)c1ccc(NC(=O)c2ccc(S(=O)(=O)N3CCOCC3)cc2)cc1	100	3	·	·	·	·	-366	97	1
COc1ccc(N2CCN(C(=O)Cn3nnc(-c4cccs4)n3)CC2)cc1	103	0	1	3	-2.9	-1	1	98	2
Cc1nnc(SCC(=O)N(C)C2CCCCC2)s1	99	0	-3	0	0.4	-1	1	97	3
CCN1CCc2c(sc(NC(=O)C3COc4ccccc4O3)c2C(N)=O)C1 (stereo unspecified)	105	1	6	2	-7.9	3	18	109	4
CCC(CC)c1ncc[nH]1	97	0	3	1	0.6	5	-5	98	5
CN1CCC(=NNC(=O)C(=O)NC2CCCC2)CC1	93	0	3	4	-2.3	5	-3	89	-3
Cn1ccnc1SCC(=O)Nc1ccc2nc(SCC(=O)NC3CC3)sc2c1	?	0	6	6	-0.2	-3	-4	?	-2
C=CCn1c(SC)nnc1-c1cccc([N+](=O)[O-])c1	103	1	1	2	-0.8	2	11	102	1
COc1ccc(C2/C(=C(\O)c3cc(C)ccc3C)C(=O)C(=O)N2CCN(C)C)cc1OC (stereo unspecified)	?	0	1	5	1.5	-3	5	?	2
CN(CCCNC(=O)CN1C(=O)CC(C)(C)S(=O)(=O)c2ccccc21)C1CCCCC1	91	0	14	6	-1.6	0	11	95	6

Given as a markdown table: part of the list above.
| Molecule | CIT2-GFP yeast | GRK2 aptamer HTS | MCL1 BIM primary | Bcl-xL primary | MEX-5 binding | Fam108B inh | VLA-4 inh | AGP1-GFP MLPCN | GLD-1 TGE inh |
| --- | --- | --- | --- | --- | --- | --- | --- | --- | --- |
| CCN1CCc2c(sc(NC(=O)C3COc4ccccc4O3)c2C(N)=O)C1 (stereo unspecified) | 105 | 1 | 6 | 2 | -7.9 | 3 | 18 | 109 | 4 |
| CCC(CC)c1ncc[nH]1 | 97 | 0 | 3 | 1 | 0.6 | 5 | -5 | 98 | 5 |

Further records follow.
SMILES	CIT2-GFP yeast	GRK2 aptamer HTS	MCL1 BIM primary	Bcl-xL primary	MEX-5 binding	Fam108B inh	VLA-4 inh	AGP1-GFP MLPCN	GLD-1 TGE inh
COc1ccc(/C(C)=N/N=C2/NC(=O)CC(C(=O)O)S2)cc1 (stereo unspecified)	95	2	5	5	-0.6	3	12	98	5
O=c1[nH]c(CSc2nnc(Cc3ccccc3)o2)nc2ccccc12	98	3	-10	-1	-0.9	1	3	105	2
O=C(OCC(=O)N1CCCCC1)c1ccccc1SCC(=O)N1CCCCC1	104	0	-2	-7	0.4	-4	-6	104	-3
O=C(NCc1ccc(N2CCCC2=O)cc1)c1cn(CCc2ccccc2)nn1	94	0	1	4	1.4	1	-15	96	4
O=C(NC1CCC(Oc2ccc(C(=O)O)cc2)CC1)NC12CC3CC(CC(C3)C1)C2 (stereo unspecified)	99	1	8	4	·	·	2	95	-3
CC(=O)Nc1c(NC(C)C)c2ccccc2oc1=O	107	2	7	9	0.0	2	-7	109	-3
O=c1ccc2ccc(Oc3ccc([N+](=O)[O-])cc3[N+](=O)[O-])cc2o1	99	1	-9	-1	-0.3	2	-6	105	2
Cc1cccc(N(CC(=O)NC2CCCC2)C(=O)c2cc3cc4cccc(C)c4nc3s2)c1C	100	2	-6	2	0.5	-13	0	101	0
O=C(CCCN1C(=O)c2cccc3cccc(c23)C1=O)N1CCN(c2ccccc2O)CC1	101	0	0	7	-1.7	10	-2	99	8
O=C(Nc1cc2nn(-c3ccccc3)nc2cc1Cl)c1ccco1	100	0	-5	-2	1.4	-25	0	102	-6
OCc1n[nH]c(CO)n1	107	0	3	2	-0.2	1	-19	103	5
COC(=O)Nc1nnc(Cc2ccc(OC)cc2)s1	·	0	10	0	1.2	4	1	94	-2
COc1cccc(CNc2ncn[nH]2)c1OCc1ccccc1F	94	0	3	8	-2.5	-2	4	87	8
COc1ccc(C(=O)OCc2c(F)cccc2Cl)cc1S(=O)(=O)N1CCOCC1	93	0	0	3	·	·	1	104	0
CCOC(=O)c1[nH]ncc1CN1CCCC(C(=O)c2ccc(OC)cc2C)C1 (stereo unspecified)	104	6	6	2	-0.1	2	3	95	-1
Cn1nnnc1SCC(=O)c1c(N)n(C)c(=O)n(C)c1=O	100	0	-7	-1	-2.1	-5	3	101	8
COc1ccc(S(=O)(=O)N2CCN(CC(=O)Nc3sccc3C(N)=O)CC2)cc1OC	103	4	-1	-5	·	·	-6	97	2
COc1ccc(NC2=NCCC2)cc1	110	0	9	5	-2.9	1	-2	110	0
CCOc1ccccc1-n1c(COc2ccc(C)cc2)nnc1SCC(N)=O	102	1	-6	-1	-1.9	1	16	109	-4
CCN(CC)c1ccc(C(=O)OCc2c(C)noc2C)cc1	98	0	-2	3	-2.7	0	2	92	-1
CC(C(=O)OCc1nnc(-c2ccccc2)o1)N1C(=O)c2ccccc2C1=O (stereo unspecified)	104	1	5	4	0.1	-1	4	106	-4
Cc1[nH]c(=O)c(C#N)cc1-c1csc(-c2ccccc2)n1	105	0	9	1	0.3	4	7	93	-1
COc1ccc(C(=O)c2cnc(/N=C/N(C)C)s2)cc1	95	3	2	-3	1.7	1	-1	89	-3
CCC(C(=O)NCCCN(CC)Cc1ccccc1)n1nc(C)c2sc3ccccc3c2c1=O (stereo unspecified)	94	0	2	1	2.5	3	3	93	-8
COc1ccc(C2/C=C\CN(C(=O)NC(C)C)CC(=O)N2Cc2ccc(F)cc2)cc1 (stereo unspecified)	92	4	0	0	2.6	-2	35	95	9
COc1cccc(CNC(=O)CCC2CCCN(Cc3ccc4c(c3)CCO4)C2)c1 (stereo unspecified)	79	1	2	-1	2.0	1	8	102	2
CCCCNCc1cc(OCC)c(OCC(N)=O)cc1Br	108	0	8	3	0.8	-2	-10	117	7
COC(=O)c1ccc(NC(=O)NS(=O)(=O)c2ccc(C)cc2)cc1	99	1	0	2	0.7	3	-3	101	0
CCN(CC)c1ccc2cc(S(=O)(=O)c3ccc(C)cc3)c(=O)oc2c1	86	5	-24	-8	-77*	-6	32	89	-39
CCOc1ccc(N(C)S(=O)(=O)c2ccc(C)c(C(=O)NCc3ccccc3OC)c2)cc1	95	4	3	3	·	·	-2	98	-2
Cc1nc(N2CCc3ccccc3C2)[nH]c(=O)c1CCC(C)C	91	0	1	0	-0.2	-2	15	·	5
COCC(C)N=C1NN=C(c2c[nH]c3ccccc23)CS1 (stereo unspecified)	100	3	0	2	-1.8	-1	10	101	4
CCOC(=O)C1=C(C)NC(=O)NC1c1ccc(OCCO)c(OC)c1 (stereo unspecified)	93	0	1	0	0.3	-4	0	·	-1
CCOC(=O)c1c(NC(=O)CCN2C(=O)c3cccc([N+](=O)[O-])c3C2=O)sc(C(=O)OC(C)C)c1C	99	0	6	1	0.1	3	-1	96	-7
CC(=O)c1ccc(NC(=O)C2C3C=CC(O3)C2C(=O)O)cc1 (stereo unspecified)	106	3	7	4	-1.0	4	-1	103	-7
CC(C)c1ccc(COc2ccc(C(=O)N3CCOCC3)cc2)cc1	98	6	8	6	0.4	0	15	101	3
O=c1c2ccccc2c(/C=N/c2nnc(Cc3ccccc3)s2)c(O)n1-c1ccc(Cl)cn1	84	0	-8	-5	5.1	6	-21	95	-2
CCN(CC)c1ccc(S(=O)(=O)Nc2cc(Cl)ccc2Cl)cc1NC(=S)NC(=O)C1CCCC1	93	1	10	4	2.3	-8	6	97	9
CCOC(=O)CSc1ccc(S(=O)(=O)N2CCCC2)cc1[N+](=O)[O-]	98	0	-6	1	-0.6	-4	11	97	-8
O=C(Nc1ccnn1C1CCN(CCCC2CCCC2)CC1)c1ccccc1Cl	101	0	5	5	2.0	0	7	104	-1
COc1cccc(CN2CCN(Cc3cc(OC)c(OC)cc3[N+](=O)[O-])CC2)c1	·	1	-5	1	-4.6	0	0	85	1
C#CCOCCOCCOCCNc1nc(N2CCN(C(=O)[C@H](Cc3ccc(O)cc3)n3cc([C@@H](N)C(C)CC)nn3)CC2)nc(N2CCN(C(=O)[C@H](CCCCN)n3cc([C@@H](N)CC(C)C)nn3)CC2)n1 (stereo partly specified)	116	0	15	13	2.0	3	-3	97	-2
c1ccc(-c2nnnn2CCOCCn2nnnc2-c2ccccc2)cc1	92	1	-1	3	0.5	0	4	103	1
Nc1nc(SCC(=O)NCCOCCO)nc2sc3c(c12)CCCC3	105	0	-5	-1	0.0	0	-7	108	-2
OCCNc1nc(Nc2ccccc2)nc2ccccc12	114	0	3	8	0.9	1	-7	·	1
COc1cccc(-c2nnc(NC(=O)c3ccccc3Br)o2)c1	98	0	6	8	-0.2	3	21	108	0
O=C(O)CCc1c(C(=O)O)[nH]c2ccccc12	102	2	-8	-4	1.5	2	6	·	-6
COCCN(CC(=O)Nc1ccccc1)S(=O)(=O)c1ccc(S(=O)(=O)N2CCCC2)cc1	97	0	-3	3	3.1	4	11	96	3
CN(C(=O)c1cc2c(s1)-c1ccccc1S(=O)(=O)C2)c1ccccc1	93	1	-7	-3	-1.8	-5	-1	108	8
COc1ccc(C(=O)N/C(=C\c2cn(S(=O)(=O)N(C)C)c3ccccc23)C(=O)NCCCN2CCOCC2)cc1	93	3	2	2	0.8	-2	8	99	-2
O=c1c2c3nc4ccccc4nc3n(-c3ccc4c(c3)OCCO4)c2ncn1C1CCCC1	93	0	7	3	·	-2	-14	101	-4
CCC(=O)N1CCN(c2ccc(NC(=S)NC(=O)COc3ccccc3)cc2)CC1	93	0	4	4	0.2	-5	5	96	2

High-throughput results from PubChem BioAssay.
